# BH1578 lux ind – inducers of Vibrio cholerae quorum light production without autoinducers, primary screen, BH1578 luxS cqsA deficient, single point | V. cholerae BH1578 lux reporter, luminescence, 6 h | activation, % at 18.7 µM | hit rate 0.16% among 350,000 | AID 588436, 2011; in the data active = activation mostly above about 9.7%, no sharp cut-off; inconclusive = no clear call, values can overlap the other calls; inactive = mostly below about 3.7%; also: not every result past the cut was called active; inactives centre near 0; reference of the scale not given here
# Yp Topo-I inh – Yersinia pestis topoisomerase I inhibitors, primary screen, biochemical, cleavage product accumulation, plate reader, single point. DNA topoisomerase I (Yersinia pestis CO92). Y. pestis Topo-I cleavage product accumulation. activity, % at 10 µM. hit rate 0.064% among 360,000. AID 504884, 2011; in the data active = activity above about 50%, passing the limit was not always enough; inconclusive = no clear call, values can overlap the other calls; also: inactives centre near 2
# PfHsp40 rescue – rescue of yeast from PfHsp40 toxicity, primary screen, S. cerevisiae, ATP luminescence; AID 504582, 2011; S. cerevisiae expressing PfHsp40, growth rescue; hit rate 0.68% among 340,000; growth rescue, % at 12.5 µM; in the data active = growth rescue above about 28%, passing the limit was not always enough; inconclusive = no clear call, values can overlap the other calls;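 also: yeast W303a lacking pdr1 and pdr3 grown in galactose medium; growth measured after three days at 30 °C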
# GDH-TPI counter – GDH-TPI coupling enzyme inhibitors, primary screen, artefact control for M. tuberculosis FBA inhibitor project, biochemical, absorbance, full deck. hit rate 1.2% among 360,000. GDH-TPI coupled enzyme counterscreen, NADH absorbance. inhibition, % at 4.8 µM; in the data active = inhibition above about 30%;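 also: 0% = DMSO wells and 100% = wells lacking the enzyme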
# FadD28 FP inh – inhibitors of FadD28 bisubstrate probe binding, primary screen, biochemical, fluorescence polarization, single point; hit rate 0.22% among 360,000; AID 588549, 2011; Mycobacterium tuberculosis FadD28 fatty-acid-AMP ligase; inhibition, % at 12.5 µM; in the data active = inhibition above about 8.5%, passing the limit was not always enough; inconclusive = no clear call, values can overlap the other calls
# TcdB inh – TcdB glycohydrolase inhibitors, primary screen, biochemical, single point, plate reader; TcdB glycohydrolase enzymatic assay; inhibition, % at 9.99 µM; hit rate 0.24% among 350,000; Toxin B (Clostridioides difficile), P18177; in the data active = inhibition above about 10%
# Target sequence (P18177 whole entry, looked up): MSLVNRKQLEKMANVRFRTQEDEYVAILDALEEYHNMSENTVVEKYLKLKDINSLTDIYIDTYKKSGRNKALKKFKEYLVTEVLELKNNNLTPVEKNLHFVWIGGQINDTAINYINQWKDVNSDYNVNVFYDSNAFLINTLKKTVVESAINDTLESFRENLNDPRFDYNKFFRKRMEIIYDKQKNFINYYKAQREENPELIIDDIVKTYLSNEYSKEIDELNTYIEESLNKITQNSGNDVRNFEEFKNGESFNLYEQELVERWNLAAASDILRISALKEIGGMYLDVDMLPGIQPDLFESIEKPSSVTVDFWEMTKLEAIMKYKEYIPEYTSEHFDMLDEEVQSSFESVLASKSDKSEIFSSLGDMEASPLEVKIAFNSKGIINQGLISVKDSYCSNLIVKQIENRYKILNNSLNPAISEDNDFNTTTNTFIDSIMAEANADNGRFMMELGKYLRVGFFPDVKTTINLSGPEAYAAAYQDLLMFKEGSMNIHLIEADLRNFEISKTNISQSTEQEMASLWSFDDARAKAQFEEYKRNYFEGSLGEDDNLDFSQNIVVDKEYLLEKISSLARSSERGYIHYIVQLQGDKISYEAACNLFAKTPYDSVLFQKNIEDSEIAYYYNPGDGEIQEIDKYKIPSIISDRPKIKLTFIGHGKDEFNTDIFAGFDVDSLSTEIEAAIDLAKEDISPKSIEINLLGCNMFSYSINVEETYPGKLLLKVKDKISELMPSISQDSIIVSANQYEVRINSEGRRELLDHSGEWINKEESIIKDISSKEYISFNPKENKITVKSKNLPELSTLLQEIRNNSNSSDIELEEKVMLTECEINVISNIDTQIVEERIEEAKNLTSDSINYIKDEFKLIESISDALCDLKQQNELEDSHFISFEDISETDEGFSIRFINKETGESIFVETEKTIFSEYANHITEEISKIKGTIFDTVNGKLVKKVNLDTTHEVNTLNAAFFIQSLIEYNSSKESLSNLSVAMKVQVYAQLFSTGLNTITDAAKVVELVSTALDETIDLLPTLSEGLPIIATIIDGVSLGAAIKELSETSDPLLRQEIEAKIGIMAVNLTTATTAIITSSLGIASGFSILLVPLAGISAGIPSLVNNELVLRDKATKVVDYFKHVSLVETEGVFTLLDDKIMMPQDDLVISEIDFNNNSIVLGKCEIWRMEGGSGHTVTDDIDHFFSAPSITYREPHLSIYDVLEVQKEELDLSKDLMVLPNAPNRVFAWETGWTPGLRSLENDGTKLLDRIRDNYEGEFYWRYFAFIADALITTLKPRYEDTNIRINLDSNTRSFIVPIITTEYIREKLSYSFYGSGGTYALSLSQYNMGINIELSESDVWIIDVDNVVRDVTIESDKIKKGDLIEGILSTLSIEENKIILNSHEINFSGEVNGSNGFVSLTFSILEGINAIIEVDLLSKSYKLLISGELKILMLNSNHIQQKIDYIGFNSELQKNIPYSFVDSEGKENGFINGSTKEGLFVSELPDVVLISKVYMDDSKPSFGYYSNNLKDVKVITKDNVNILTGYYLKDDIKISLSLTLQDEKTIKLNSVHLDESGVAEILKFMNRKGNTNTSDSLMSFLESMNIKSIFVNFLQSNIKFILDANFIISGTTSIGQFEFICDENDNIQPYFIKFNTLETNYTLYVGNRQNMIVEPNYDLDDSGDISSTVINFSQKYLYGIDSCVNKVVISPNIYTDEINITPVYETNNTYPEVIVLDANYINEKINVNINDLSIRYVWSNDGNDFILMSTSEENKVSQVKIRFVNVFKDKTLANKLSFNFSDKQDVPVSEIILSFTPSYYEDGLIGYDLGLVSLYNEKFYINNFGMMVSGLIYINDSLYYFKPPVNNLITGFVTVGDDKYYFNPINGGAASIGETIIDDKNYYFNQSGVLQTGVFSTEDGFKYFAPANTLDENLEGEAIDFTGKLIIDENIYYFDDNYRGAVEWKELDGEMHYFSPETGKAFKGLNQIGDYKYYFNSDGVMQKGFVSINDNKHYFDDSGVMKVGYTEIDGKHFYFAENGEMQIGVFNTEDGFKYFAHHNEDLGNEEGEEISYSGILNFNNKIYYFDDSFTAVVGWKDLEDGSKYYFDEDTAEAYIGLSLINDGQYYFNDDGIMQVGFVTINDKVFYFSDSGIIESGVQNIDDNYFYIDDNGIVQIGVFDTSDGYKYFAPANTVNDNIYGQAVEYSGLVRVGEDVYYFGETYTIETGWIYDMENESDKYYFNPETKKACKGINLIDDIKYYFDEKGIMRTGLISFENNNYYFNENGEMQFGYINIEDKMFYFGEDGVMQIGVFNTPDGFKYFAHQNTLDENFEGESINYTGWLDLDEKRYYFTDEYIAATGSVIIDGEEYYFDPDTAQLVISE
# Mtb FBA inh – Mtb FBA enzyme inhibitors, primary screen, biochemical, fluorescence, strain H37Rv | Fructose-bisphosphate aldolase (Mycobacterium tuberculosis (strain ATCC 25618 / H37Rv)), … | purified M. tuberculosis FBA, fluorescence read-out | inhibition, % at 1 µM | hit rate 2.3% among 360,000 | AID 588726, 2011; in the data active = inhibition above about 27%;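 also: 0% = vehicle and 100% = reference inhibitor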
# UGM FP inh – M. tuberculosis UGM enzyme inhibitors, primary screen, biochemical, fluorescence polarization, single point. UDP-galactopyranose mutase (Mycobacterium tuberculosis (strain ATCC 25618 / H37Rv)), …. purified UGM, fluorescence polarization probe displacement. inhibition, % at 10 µM. hit rate 0.06% among 320,000. AID 504406, 2011; in the data active = inhibition above about 10%, passing the limit was not always enough; inconclusive = no clear call, values can overlap the other calls
# Mtb BioA inh – M. tuberculosis BioA enzyme inhibitors, primary screen, biochemical, plate reader, single point, HTS; inhibition, % at 9.99 µM; hit rate 0.096% among 360,000; purified M. tuberculosis BioA enzyme; AID 602481, 2012; 7,8-diaminopelargonic acid synthase BioA (Mycobacterium tuberculosis); in the data active = inhibition above about 40%; inconclusive = no clear call, values can overlap the other calls
# Numbers without * were called inactive; i = inactive; ? = inconclusive; nt = not tested or not shown.
SMILES,BH1578 lux ind,Yp Topo-I inh,PfHsp40 rescue,GDH-TPI counter,FadD28 FP inh,TcdB inh,Mtb FBA inh,UGM FP inh,Mtb BioA inh
COc1ccc(-n2c(CN3CCN(c4ccccn4)CC3)nc3ccc([N+](=O)[O-])cc3c2=O)c(OC)c1,4.2,8,1.4,18,0.6,-0.1,-6,-1.9,11
Cc1cc(C)n(C(=O)CNc2cccc(Cl)c2C)n1,i,2,1.2,-5,1.2,nt,-2,3.0,-1.0
Cc1ccc(/C=C2/Sc3ccc(C(=O)N4CCN(c5ccccn5)CC4)cc3NC2=O)cc1,-0.3,4,1.1,4,0.2,0.8,1,3.6,2.0
COc1ccccc1NC(=O)C(CCS(C)(=O)=O)N1C(=O)c2ccccc2C1=O (stereo not drawn),-0.3,-5,1.1,6,-3.0,nt,5,-0.7,-1.0
CCOc1ccc(NC(=O)CS(=O)(=O)c2cn(C)c3ccccc23)cc1,-0.3,-8,0.1,-11,0.0,0.6,-2,-0.7,-0.1
Cc1ccc(C)c(OCc2cc(C(=O)N3CCOCC3)no2)c1,2.6,6,-0.5,4,0.4,0.4,-2,1.6,-2.2
CC(=O)Nc1sc(N/N=C\c2ccccc2F)nc1-c1cccs1,-0.5,-26,-1.0,19,-3.3,-3.4,5,4.7,0.4
CCN(CC)CCCN1C(=O)C(O)=C(C(=O)c2sc(C)nc2C)C1c1ccco1 (stereo not drawn),-0.3,0,0.6,1,2.5,nt,-1,-2.9,-2.0
Cc1nn(C)c2nc(-c3cccs3)cc(C(F)(F)F)c12,i,11,0.2,12,1.4,0.0,12,2.1,nt
CNC(=S)NC1CC2CCCC(C1)N2Cc1ccccc1OC (stereo not drawn),i,11,1.9,3,1.9,-0.9,2,1.5,0.2
N#Cc1nc(COc2ccc(Cl)cc2)oc1N1CCCCCC1,-0.2,41,6.4,-2,-1.3,nt,-1,-0.2,-1.3
COc1ccc(-c2nc(CN3CCN(C(=O)c4ccco4)CC3)c(C)o2)c(OC)c1C,0.6,24,-1.0,-9,-2.0,0.9,1,2.7,2.6
CC1=CC(=O)[C@@H](OC(=O)Nc2ccc(C)cc2)[C@@H](c2ccccc2Br)N1C,i,-3,-0.7,29,-1.4,-0.2,0,nt,-0.7
Oc1cc(-c2ccncc2)cc2cccnc12,-0.2,7,12,4,0.7,-4.5,-2,-1.3,0.6
COc1ccc(-n2c(C)cc(C(=O)C[N+]34CCN(CC3)CC4)c2C)cc1,-0.3,-3,-0.6,10,-1.5,0.6,-3,-2.7,3.6
S=c1[nH]nc(COc2ccccc2)n1-c1ccccc1,-0.8,-1,0.6,2,-1.2,0.4,-2,-0.1,1.0
Cc1ccc(SCC(=O)O/N=C(\N)c2ccc([N+](=O)[O-])cc2)cc1,-0.2,-10,0.3,1,-1.0,nt,0,3.4,0.0
COc1nc(-c2ccccc2)cc(-c2ccc(OC)c(OC)c2)n1,i,21,5.5,36*,-18,nt,21,-5.7,-0.5
CC(OC(=O)CCN1C(=O)C2CC=CCC2C1=O)C(=O)c1ccc(F)cc1 (stereo not drawn),i,4,-0.6,3,-1.6,2.3,-2,0.3,0.7
NC(=O)N/N=C/c1ccc([N+](=O)[O-])o1,-3.8,1,-1.6,26,-1.0,-0.1,-1,-0.7,-0.4
CN(C)c1nc(SCc2ccccc2Cl)nc2c1CCCC2,i,1,155*,9,-0.8,nt,-2,0.1,-0.5
O=C(Nc1ccc(Cl)cc1)C1=Cc2ccccc2OC1,-0.1,-4,4.5,9,-6.9,nt,2,-1.5,nt
O=S1(=O)N=C2CCCCCN2C(c2ccc(F)cc2)N1 (stereo not drawn),-0.4,-1,-0.6,2,0.1,-0.2,0,0.0,nt
COc1cccc2c1Oc1ncccc1N(C(=O)CCC(=O)NCc1ccccc1F)C2,-7.1,3,0.9,-5,-4.3,2.3,2,2.4,-0.1
O=C(Nc1ccccc1OC(F)F)c1ccc(N2CCCC2=O)cc1,-0.5,5,nt,7,-1.8,1.7,2,nt,-0.4
O=C(CNCc1ccccc1)Nc1ccccc1-c1ccccc1,i,6,2.0,4,-0.5,1.0,-4,1.1,-7.8
CCOc1ccc2nc(NC(=O)C3=NN(c4ccccc4)C(=O)CC3)sc2c1,-0.2,2,0.6,-3,-4.3,1.6,-2,1.0,nt
O=S(=O)(CCOc1ccccc1)N1CCOCC1,-0.2,-4,-0.8,0,-1.8,nt,4,5.6,nt
COc1ccccc1/C=N/Nc1nc(C)cc(C)n1,-1.9,3,0.1,21,-2.9,0.5,-1,-3.7,1.2
Cc1ccc(NC(=O)CN(C)C(=O)COC(=O)CCS(=O)(=O)c2ccc(C)cc2)cc1,-1.0,4,-0.2,-3,-1.6,0.1,1,-0.5,1.1
O=C(Nc1ccc2snnc2c1)N1CCSCC1,-0.3,-2,-1.5,16,-2.1,nt,1,-2.4,28
FC(F)Oc1ccc(NC(=S)NCC2COc3ccccc3O2)cc1 (stereo not drawn),i,-5,0.4,4,-3.8,nt,-1,-1.1,nt
C=CCN1C(=O)C(Cc2ccc(C)cc2)S/C1=N/N=C/c1ccco1 (stereo not drawn),-8.0,0,0.6,16,2.9,-0.8,-5,1.0,nt
O=C(Nc1nnc(C2CC2)s1)C1Cc2ccccc2CN1S(=O)(=O)c1cccs1 (stereo not drawn),i,-1,0.1,9,1.8,nt,9,-0.8,-5.6
Oc1ccc(-c2[nH]ncc2-c2cccc3cccnc23)c(O)c1,i,-9,0.2,11,-2.4,nt,-3,1.2,1.0
CC(C)(C)N1CC(C(=O)O)CC1=O (stereo not drawn),-0.1,4,-0.8,4,-2.4,0.8,0,1.5,0.6
CCOC(CNc1cc(C)nc2c(-c3ccccc3OC)c(C)nn12)OCC,-0.6,2,-1.1,11,0.9,0.6,3,-0.6,-0.3
CC(C)CN(C(=O)COC(=O)CSc1ccc(Br)cc1)C1CCS(=O)(=O)C1 (stereo not drawn),-4.8,9,1.7,11,-2.2,0.8,5,nt,0.6
CCOP(=O)(OCC)c1nc(-c2ccc(C)cc2)oc1N1CCOCC1,-6.7,-1,-0.9,15,-2.4,nt,169*,0.1,-0.2
COc1ccc(C(C)(C)C)cc1NC(=O)c1cccc(S(=O)(=O)N2CCN(C(C)=O)CC2)c1,i,3,1.2,0,-2.1,1.0,4,-1.6,-1.2
O=C(NN1CCCCC1)c1cnn2c(C(F)F)cc(-c3ccccc3)nc12,-0.4,-9,-0.9,0,-2.4,-0.1,-2,-0.6,nt
CCN(CC)c1ccc(CC2C(=O)N(C)C(=O)N(C)C2=O)cc1,-0.4,23,?,9,-4.5,nt,42*,0.2,nt
CCC1=C(c2ccc(C)cc2)S(=O)(=O)N=C1N1CCC(C(=O)NCCCN2CCCCC2)CC1,-0.9,0,-0.3,4,-1.7,0.4,-1,-1.0,2.3
COC(=O)[C@H]1CN(C(=O)c2ccccc2)C(=O)N1,i,-3,1.8,9,-2.3,1.2,-1,-0.4,0.1
CC1=C(C(=O)OCc2ccc3c(c2)OCO3)C(c2ccc(O)c([N+](=O)[O-])c2)NC(=O)N1 (stereo not drawn),0.1,-2,-1.5,-1,-2.2,-1.4,-6,1.1,nt
Cc1nnc(NC(=O)CSc2ccccc2N)s1,i,-7,0.0,10,-2.8,0.7,-1,3.0,-1.2
Cc1ccc(CNC(=O)CSc2nc(C)cs2)cc1,i,14,-0.7,0,-0.3,1.7,-1,-0.1,nt
CN(C)S(=O)(=O)n1cc(/C=C(\NC(=O)c2ccccc2Cl)C(=O)NCCCN2CCOCC2)c2ccccc21,0.6,-7,-0.3,0,-4.6,-3.5,-2,1.0,-1.4
Cc1ccc(SCCNCc2ccco2)cc1,-0.8,-2,-1.2,0,-1.8,1.2,-2,4.0,-2.5
COc1ccc(-n2c(C)c([N+](=O)[O-])c3ccc(O)c(CN(C)C)c32)cc1,-1.0,-6,0.5,25,-0.1,nt,-4,-1.2,0.4
COc1cc(C(=O)Nc2ccc3c(c2)OCO3)ccc1-n1cnnn1,0.8,3,-0.3,8,2.1,nt,3,0.0,2.5
CCSc1cc(C)nc2ncnn12,-2.8,2,0.9,-1,-1.3,nt,-2,-1.2,0.2
O=C(NC(=S)Nc1cccc([N+](=O)[O-])c1)c1ccccc1,i,-3,-0.3,7,-0.9,3.1,2,-1.4,-0.2
CN(CCc1ccccn1)C(=O)CC1C(=O)NCCN1Cc1ccccc1C(F)(F)F (stereo not drawn),i,1,1.9,2,-1.0,0.0,2,-0.8,nt
O=C(N1CCN(c2ccccc2F)CC1)C12CC3CC(CC(C3)C1)C2,0.6,27,-0.8,-3,-0.5,nt,-2,-2.6,0.2
CC(C)(C#CC(=O)O)OOC(c1ccccc1)(c1ccccc1)c1ccccc1,2.6,13,0.6,-3,-4.8,-0.2,-2,2.7,2.0
O=C(NCC(O)CO)c1csc(Nc2cccc3ccccc23)n1 (stereo not drawn),0.4,5,-0.8,3,-4.4,0.3,0,0.2,-0.7
O=C(NC1CCCc2c1cnn2-c1ccc(F)cc1F)c1csnn1 (stereo not drawn),-0.2,-1,0.6,6,-0.3,-0.2,0,2.7,-0.8
CS(=O)(=O)N1CCN(c2c(Cl)cccc2[N+](=O)[O-])CC1,-1.5,-4,-0.1,16,0.5,0.2,2,3.5,-0.3
CC(C)Oc1ccc(/C(O)=C2/C(=O)C(=O)N(CCN(C)C)C2c2ccco2)cc1 (stereo not drawn),-0.7,5,-0.2,9,-4.6,nt,-1,0.2,-0.1

# 4 entries drawn at random from the list so far, as already listed:
SMILES,BH1578 lux ind,Yp Topo-I inh,PfHsp40 rescue,GDH-TPI counter,FadD28 FP inh,TcdB inh,Mtb FBA inh,UGM FP inh,Mtb BioA inh
Cc1cc(C)n(C(=O)CNc2cccc(Cl)c2C)n1,i,2,1.2,-5,1.2,nt,-2,3.0,-1.0
CCN(CC)CCCN1C(=O)C(O)=C(C(=O)c2sc(C)nc2C)C1c1ccco1 (stereo not drawn),-0.3,0,0.6,1,2.5,nt,-1,-2.9,-2.0
COc1ccc(-n2c(C)c([N+](=O)[O-])c3ccc(O)c(CN(C)C)c32)cc1,-1.0,-6,0.5,25,-0.1,nt,-4,-1.2,0.4
CC1=C(C(=O)OCc2ccc3c(c2)OCO3)C(c2ccc(O)c([N+](=O)[O-])c2)NC(=O)N1 (stereo not drawn),0.1,-2,-1.5,-1,-2.2,-1.4,-6,1.1,nt

# More structures
SMILES,BH1578 lux ind,Yp Topo-I inh,PfHsp40 rescue,GDH-TPI counter,FadD28 FP inh,TcdB inh,Mtb FBA inh,UGM FP inh,Mtb BioA inh
N#Cc1ccccc1NC(=O)COC(=O)COc1ccccc1[N+](=O)[O-],-1.0,-8,-2.2,-1,-2.8,-1.6,-8,0.6,nt
COc1cc2nc(Cl)nc(N3CCCCC3)c2cc1OC,i,1,-0.1,6,-1.6,0.0,1,0.3,nt
O=C(NCC1OCCc2ccccc21)c1ccc(NC(=O)c2cccc(Br)c2)cc1 (stereo not drawn),-0.6,3,0.8,7,-6.1,nt,0,nt,-1.2
O=S(=O)(Nc1nc2ccccc2nc1NCc1ccco1)c1ccccc1,nt,2,-0.9,21,1.4,nt,8,3.0,-1.8
Cc1ccc(NC(=O)CN(C)Cc2nc3c(Br)cc(Br)cc3c(=O)[nH]2)cc1,i,20,1.0,4,-2.3,0.7,0,1.8,-2.5
Cc1ccc(NC(=O)c2oc3ccccc3c2C)c([N+](=O)[O-])c1,0.4,1,-1.1,6,-0.8,1.1,2,-0.9,nt
COc1ccccc1-c1ccc(/C=C2/C=C(CC(C)C)OC2=O)o1,i,-3,-0.5,1,-0.5,nt,20,-1.1,4.0

# Screening results from PubChem.
